ASM inhibitor = human S-ASM enzyme inhibition | Potency, µM (titrated, usually from 57.5 µM), without a hit: at the highest dose activity change, negative = inhibition, most hits filed as inhibitors | AID 504937 | placental ASM, HMU-PC fluorogenic substrate, 60 min | hit rate 0.006% among 340,000; note: potency is the fitted concentration of half-maximal effect
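HMU-PC0 cleavage (9 uM final) by human placental ASM, 60 min at 37 °C following 10 min compound exposure at RT; stopped at pH 10, fluorescence Ex 386/Em 447 nm.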
p53 reactivation = mutant p53 re-activation in reporter cells; H1299 p53-A138V BP100-luciferase reporter, luminescence, 24 h; Potency, µM (highest dose often 92.2 µM), for the others: at the highest dose activity change, positive = activation, usual class: activators; hit rate 0.063% among 320,000; note: potency is the fitted concentration of half-maximal effect; % of control where 0% means no effect; nearly all actives have a fitted effect of over 45% in size
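p53-null H1299 cells stably carrying temperature-sensitive p53-A138V and a BP100-luciferase reporter were pinned with compounds (4-point, 1:5 series) and held 24 hrs at 37 deg C. Luminescence was read 10 min after detection reagent.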
uPA generation = inhibitors of cell surface uPA generation. Potency, µM (series often up to 38.3 µM), without a hit: at the top dose activity change, negative = inhibition, most hits filed as inhibitors. cell surface uPA generation assay, qHTS. hit rate 0.31% among 330,000. AID 540303; active = well fitted inhibition curve with a large enough effect; inconclusive = small, poorly fitted or top-dose-only effect; inactive = no such curve, though single readings can be large or run the other way; tested in mouse RAW 264.7 cells; note: potency is the fitted concentration of half-maximal effect; % is set by controls: 0 for no effect and ±100 for the full control effect; nearly all actives have a fitted effect of over 55% in size
Integrin act MD = integrin-mediated muscular dystrophy alleviation activation | Potency, µM (titrated, usually from 38.3 µM), for inactives: at the top dose activation, hits mostly activators | AID 624291 | hit rate 0.064% among 350,000 | alpha7betagal myoblasts, beta-gal FDG fluorescence, 48 h;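 note: potency is the fitted concentration of half-maximal effect; 100% = response of the positive control SU9516; nearly all actives have a fitted effect of over 60% in size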
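alpha7betagal+/- myoblasts (passage 13, 250/well) treated 48 h at 37C with compounds at 1:260 dilution of DMSO stock. Lysed, then beta-galactosidase activity read as FDG fluorescence (ex 480/em 540) after 30 min, with pre-read for autofluorescence.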
PTAP TSG101 blk = blocks PTAP/TSG101 interaction to inhibit HIV-1 budding | Q99816 | Fluorescence polarization, FITC-PTAP peptide / Tsg101 binding | Potency, µM (series often up to 115 µM), for inactives: at the highest dose activity change, negative = inhibition, hits mostly inhibitors | 340,000 tested, under 10 active | AID 493005; active = well fitted inhibition curve with a large enough effect in the main read-out, with a control signal flat, not every such curve was filed as active; inconclusive = small, poorly fitted or top-dose-only effect, or effect the other way, or a change in a side signal; inactive = no such curve, though single readings can be large or run the other way; note: potency is the fitted concentration of half-maximal effect; % of control where 0% means no effect
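Fluorescence anisotropy tracks displacement of a FITC-tagged PTAP peptide (50 nM) from the Tsg101 binding domain (10 uM), following a 20 min room-temperature incubation at pH 7.5.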
TRPV1 ag = activates the human vanilloid receptor TRPV1. Q8NER1. activation, % at 8.33 µM. hit rate 0.19% among 320,000. AID 540275. TRPV1-expressing cells, Fluo-8 calcium influx, agonist mode; in the data active = activation above about 80%; inconclusive = between about 30% and that limit; note: 0% is about no effect
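Cells expressing TRPV1 were dye-loaded with Fluo-8 and read kinetically: 10 s baseline, 3 min after compound (agonist portion), then 2 min after EC20 capsaicin (allosteric enhancer portion). Calcium-bound dye fluorescence at 480/520 nm.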
ELG1 genotox = induces genotoxicity in HEK293T cells with luciferase-tagged ELG1; HEK293T ELG1-luciferase reporter, luminescence, 16 h; Potency, µM (doses to about 46 µM), for inactives: at the top dose activity change, positive = activation, hits mostly activators; hit rate 1.3% among 330,000; note: potency is the fitted concentration of half-maximal effect; % of control where 0% means no effect; nearly all actives have a fitted effect of over 60% in size
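After overnight (16 hr) compound treatment at 37 °C, ELG1-luciferase HEK293T cells were lysed with ONE-Glo; luminescence quantified 30 min later at room temperature.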
Eya2 phos inh = inhibitors of human Eya2 phosphatase activity; O00167; recombinant Eya2, OMFP fluorescence dephosphorylation (OMFP is methylfluorescein phosphate); Potency, µM (titrated, usually from 76.9 µM), for the others: at the top dose activity, negative = inhibition, actives largely listed as inhibitors; hit rate 0.006% among 330,000; note: potency is the fitted concentration of half-maximal effect; % is set by controls: 0 for no effect and ±100 for the full control effect
Target sequence (O00167 whole entry, looked up): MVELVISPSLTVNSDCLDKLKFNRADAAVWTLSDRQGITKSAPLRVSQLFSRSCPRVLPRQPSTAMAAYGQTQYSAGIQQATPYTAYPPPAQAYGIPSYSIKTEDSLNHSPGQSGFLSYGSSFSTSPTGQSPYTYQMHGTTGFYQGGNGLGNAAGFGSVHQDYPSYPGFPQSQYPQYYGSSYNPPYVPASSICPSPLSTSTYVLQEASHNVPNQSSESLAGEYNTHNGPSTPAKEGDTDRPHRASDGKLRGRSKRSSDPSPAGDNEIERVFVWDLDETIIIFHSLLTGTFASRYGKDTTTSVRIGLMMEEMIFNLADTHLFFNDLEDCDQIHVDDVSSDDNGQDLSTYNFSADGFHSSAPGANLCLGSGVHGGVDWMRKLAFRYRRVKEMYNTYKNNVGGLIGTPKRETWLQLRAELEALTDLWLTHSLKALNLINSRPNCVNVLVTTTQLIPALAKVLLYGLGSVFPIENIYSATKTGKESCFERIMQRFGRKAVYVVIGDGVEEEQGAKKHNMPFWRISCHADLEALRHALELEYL
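Eya2 protein (added as 0.2 uM solution) was preincubated with compound for 10 min at ambient temperature in 50 mM HEPES pH 7.5, 50 mM NaCl, 5 uM MgCl2, 0.05% BSA, 1 mM DTT. OMFP (added at 50 uM) then reacted 10 min; fluorescence read at 485/525 nm.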
BRCA1 expr act = BRCA1 expression activation; MCF7-BRCA1-FFLuc reporter, luminescence, 48 h; response scale: scaled: vehicle 0%, 10 µM genistein 100%; hit rate 1.1% among 380,000; Potency, µM (series often up to 46.1 µM), for inactives: at the highest dose activation, actives largely listed as activators; note: potency is the fitted concentration of half-maximal effect; nearly all actives have a fitted effect of over 80% in size; some results filed as inactive show a strong effect at the top dose
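Compounds are tested at multiple concentrations on MCF7 BRCA1-luciferase reporter cells seeded at 2000 per well; after 48 h, a single luminescence end-point is taken and curves fitted to the normalized data.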
B2AR arrestin = agonists driving beta-arrestin recruitment to human beta2-adrenergic receptor; beta-arrestin recruitment to beta2AR, cell-based reporter; AID 492947; Potency, µM (highest dose often 46.1 µM), for inactives: at the highest dose activation, most hits filed as activators; hit rate 0.02% among 330,000; P07550;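 note: potency is the fitted concentration of half-maximal effect; 0% = DMSO controls and full agonism = EC100 isoproterenol or metaproterenol; nearly all actives have a fitted effect of over 65% in size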
Target sequence (P07550 whole entry, looked up): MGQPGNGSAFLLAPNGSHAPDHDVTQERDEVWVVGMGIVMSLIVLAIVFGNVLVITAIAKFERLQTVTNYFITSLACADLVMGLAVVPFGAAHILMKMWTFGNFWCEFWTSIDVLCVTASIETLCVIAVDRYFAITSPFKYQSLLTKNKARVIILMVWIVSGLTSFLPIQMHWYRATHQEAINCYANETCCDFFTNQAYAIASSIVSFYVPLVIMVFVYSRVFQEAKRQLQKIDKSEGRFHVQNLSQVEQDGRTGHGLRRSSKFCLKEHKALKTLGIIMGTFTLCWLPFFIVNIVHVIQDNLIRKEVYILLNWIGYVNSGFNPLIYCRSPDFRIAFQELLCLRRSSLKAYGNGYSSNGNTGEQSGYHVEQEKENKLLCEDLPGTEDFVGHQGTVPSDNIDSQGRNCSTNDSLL
USP2a block = USP2a (human) protease inhibition. Potency, µM (top dose mostly 38.3 µM), for inactives: at the top dose activity change, negative = inhibition, actives largely listed as inhibitors. O75604. hit rate 0.01% among 330,000. AID 463254. USP2 core, Ub-CHOP2 coupled fluorogenic reporter, 485/531;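 note: potency is the fitted concentration of half-maximal effect; plate controls were DMSO wells for no effect and full inhibition by NEM control for full effect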
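Deubiquitinase activity read as fluorescence (485/531 nm) after Ub-CHOP2 cleavage activates the enterokinase reporter on its substrate; USP2 core 10nM, Ub-CHOP2 and substrate 25nM each, 30min compound preincubation then 60min RT; data normalized to NEM, curves fitted.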
The depositor's hits bear a star; ? = inconclusive; · = no result given; [ ] = remark or other dose. Unless noted, calls come from the whole dose curve; as a rule, active = well fitted curve in the direction sought with a large enough effect; inconclusive = small, poorly fitted or top-dose-only effect, or another doubt; inactive = no such curve, though single readings can be large; an effect the other way counts as inactive or inconclusive.

structure | ASM inhibitor | p53 reactivation | uPA generation | Integrin act MD | PTAP TSG101 blk | TRPV1 ag | ELG1 genotox | Eya2 phos inh | BRCA1 expr act | B2AR arrestin | USP2a block
Nc1nc(=O)n(C2CCCO2)cc1Br (stereo unspecified) | 6% | · | -3% | 27% | 1% | · | · | · | -13% | · | ·
CN1N=C(C(=O)N2CCCC(Nc3ccc(F)c(F)c3)C2)CCC1=O (stereo unspecified) | 0% | 20% | -5% | -5% | 0% | 0 | -1% | 0% | -8% | -0.3% | 0%
CCCCCCSc1cc(-c2nc3cc(C)ccn3c2NC2CCCCC2)ccc1OC | 99%[activator] | 7% | 4% | 2% | 0% | 29 | -5% | -18% | -9% | 0.2% | 6%
Cc1ccc([N+](=O)[O-])cc1S(=O)(=O)Nc1ccccn1 | -2% | 6% | 2% | -27% | -2% | 0 | 2% | 13% | -10% | 0.2% | 2%
CCOC(=O)Nc1c(O)ccc2oc(C)c(-c3ccccc3)c12 | 0% | 6% | 2% | 16% | -2% | -2 | -6% | -21% | -45% | 0.0% | 1%
CS(=O)(=O)NN1C(=O)c2ccccc2NC1c1cccs1 (stereo unspecified) | 15% | 1% | -2% | -18% | 2% | 3 | 0% | -22% | 0% | 0.0% | 1%
COCCCN=C1NN=C(c2cc(C)n(-c3ccccc3F)c2C)CS1 | 4% | 24% | 6.3µM* | -43% | -10% | -10 | -9% | 20% | -49% | 3.1% | 0%
COc1ccc(-c2cc3c(=O)n(CC(=O)NC4CCN(Cc5ccccc5)CC4)ncn3n2)cc1 | -2% | ? | -4% | 15% | -11% | -2 | 15% | -4% | 14% | 0.0% | 0%
Cc1cc(C)c2c(=O)[nH]c(=O)n(Cc3ccccc3)c2n1 | 1% | -5% | -4% | -7% | 15% | · | ? | 8% | -45% | -0.2% | 3%
COc1ccccc1N1CCN(C(=O)c2sc3nc(-c4ccccc4)cn3c2C)CC1 | ? | -7% | 12% | -31% | -1% | ? | -6% | 14% | -47% | -0.5% | 1%
COc1ccc(-n2cc(C(=O)c3ccccc3O)cn2)cc1 | 10% | 16% | -4% | 12% | -1% | 6 | 2.3µM* | -5% | -3% | 0.1% | 2%
Cc1nn(Cc2ccccc2)c(C)c1CNC(=O)CN=C1NS(=O)(=O)c2ccccc21 | 4% | 4% | -8% | 18% | -4% | 2 | -1% | -1% | 1% | -0.1% | -1%
Cc1cc(C)n2nc(NCc3cccc(Br)c3)nc2n1 | 0% | 3% | -1% | -14% | -10% | -3 | ? | -7% | 30% | 0.0% | 3%
CN(C)Cc1c(O)ccc2c(=O)c(-c3ccccc3Cl)c(C(F)(F)F)oc12 | 3% | ? | 5% | 32% | -8% | -8 | 2% | -24% | 15% | -0.2% | 2%
NC(=O)COn1c(SCC(N)=O)nc2ccccc2c1=O | 5% | -1% | 0% | 5% | 1% | 0 | 1% | 10% | -13% | -0.6% | 1%
Cn1ccc(-c2cc(C(=O)O)c3ccccc3n2)n1 | 1% | 0% | -3% | 6% | -1% | -2 | 0% | -2% | 3% | 0.3% | -2%
O=C(CNC(=O)c1ccc(Br)o1)NCC(=O)OCc1ccccc1 | 0% | 2% | 0% | 4% | -4% | -3 | -7% | -15% | 13% | -0.5% | 0%
Cc1ccc(S(=O)(=O)NCCC(=O)OCC(=O)N2CCCC2=O)cc1C | 1% | 4% | -3% | -8% | -4% | -3 | 0% | -3% | -1% | -0.2% | 2%
O=C(NCC1CCCO1)/C(=C/c1cn(-c2ccccc2)nc1-c1cccnc1)NC(=O)c1ccccc1 (stereo unspecified) | -3% | -4% | -2% | 19% | -1% | 0 | -12% | 9% | 5% | 0.4% | 1%
CN(NC(=O)c1ccccc1F)c1ccc([N+](=O)[O-])cn1 | 0% | 0% | -3% | -24% | 2% | 1 | 0% | 4% | 0% | 0.1% | -1%
CSc1nnc(Cn2c(=O)sc3ccccc32)n1C | -3% | -3% | -7% | -17% | -3% | 3 | 3% | -7% | 0% | 0.2% | 1%
CCOc1ccc(C)cc1S(=O)(=O)Nc1cccnc1 | 6% | · | -20% | 31% | 4% | · | · | · | -13% | · | ·
Cc1ccccc1-n1ncc2c(SCC(=O)NCc3cccs3)ncnc21 | -3% | -1% | -9% | -30% | 0% | 16 | -8% | 0% | -53% | -1.0% | -1%
CCc1nnc(NS(=O)(=O)c2ccc(NC(=O)/C=C/c3ccc(F)cc3)cc2)s1 | -2% | 5% | 7% | 8% | -2% | 2 | 4% | 7% | 5% | 0.0% | 0%
CCOC(=O)c1[nH]cnc1C(=O)NCc1ccccc1 | 2% | -5% | -3% | 7% | 0% | · | 5% | -2% | 22% | -0.2% | 1%
O=C(COc1ncnc2cc([N+](=O)[O-])ccc12)NCc1ccc2c(c1)OCO2 | 4% | 2% | 6% | -15% | 0% | 2 | 2% | -21% | -6% | 0.1% | -1%
CCc1cc2c(=O)c(-c3nc4ccccc4n3C)c(C)oc2c(CN2CCN(C)CC2)c1O | · | -8% | · | · | · | -2 | -3% | -6% | · | 0.1% | 2%
OCCCc1nc2ccccc2n1CCc1ccccc1 | 1% | -5% | · | -17% | 0% | ? | 0% | 1% | -8% | -0.1% | 6%
O=C(/C=C/c1ccccc1)Nc1cccc(C(=O)NC2CC2)c1 | 1% | · | 13µM* | -8% | -3% | · | · | · | ? | · | ·
CCCCOc1cccc(C2C(C(=O)c3ccc(C)o3)=C(O)C(=O)N2c2nnc(C)s2)c1 (stereo unspecified) | 8% | · | -4% | ? | -10% | 10 | 1% | -18% | -31% | 0.3% | -1%

Compound profiles (already shown). Values in the order: ASM inhibitor, p53 reactivation, uPA generation, Integrin act MD, PTAP TSG101 blk, TRPV1 ag, ELG1 genotox, Eya2 phos inh, BRCA1 expr act, B2AR arrestin, USP2a block
Profile of CSc1nnc(Cn2c(=O)sc3ccccc32)n1C = -3%, -3%, -7%, -17%, -3%, 3, 3%, -7%, 0%, 0.2%, 1%
Profile of CCOC(=O)c1[nH]cnc1C(=O)NCc1ccccc1 = 2%, -5%, -3%, 7%, 0%, ·, 5%, -2%, 22%, -0.2%, 1%
Profile of CCCCOc1cccc(C2C(C(=O)c3ccc(C)o3)=C(O)C(=O)N2c2nnc(C)s2)c1 (stereo unspecified) = 8%, ·, -4%, ?, -10%, 10, 1%, -18%, -31%, 0.3%, -1%

The main list resumes, starting 2 compounds before the break.
structure | ASM inhibitor | p53 reactivation | uPA generation | Integrin act MD | PTAP TSG101 blk | TRPV1 ag | ELG1 genotox | Eya2 phos inh | BRCA1 expr act | B2AR arrestin | USP2a block
O=C(/C=C/c1ccccc1)Nc1cccc(C(=O)NC2CC2)c1 | 1% | · | 13µM* | -8% | -3% | · | · | · | ? | · | ·
CCCCOc1cccc(C2C(C(=O)c3ccc(C)o3)=C(O)C(=O)N2c2nnc(C)s2)c1 (stereo unspecified) | 8% | · | -4% | ? | -10% | 10 | 1% | -18% | -31% | 0.3% | -1%
C[C@H](CO)N1C[C@H](C)[C@@H](CN(C)C(=O)NC2CCCCC2)Oc2ccc(NC(=O)Nc3ccc(C(F)(F)F)cc3)cc2C1=O | ? | 11% | 12% | -4% | -7% | · | -3% | -12% | -43% | 0.2% | 2%
CCCCc1ccc(NC(=O)c2c(C)noc2C)cc1 | -7% | -6% | 0% | -12% | -3% | 12 | 15% | -16% | 42% | -0.7% | 0%
CC1CCCC(NC(=O)COC(=O)c2ccc3ccccc3n2)C1C (stereo unspecified) | -2% | -2% | -1% | -37% | 5% | 6 | 3% | 9% | -2%[1.84 µM] | -0.3% | 6%
CCc1nnc(NC(=O)c2cc(S(=O)(=O)N3CCN(c4ccccc4)CC3)ccc2Cl)s1 | -2% | -12% | 1% | 24% | 1% | -4 | 0% | 8% | -38% | -0.4% | -7%
Cc1cc(C)cc(NC(=O)CN(Cc2ccccc2)S(C)(=O)=O)c1 | -8% | -11% | 7% | 12% | 0% | -1 | -2% | -1% | -28% | -0.5% | -6%
CC1(C)C(=O)NCCN1C(=O)CCCC(=O)O | 1% | -2% | 2% | 15% | -1% | -2 | 1% | -1% | 3% | -0.3% | 7%
CC(C)CCn1c(=O)c2ccccc2n2c(CN3C(=O)NC4(CCC(C)CC4)C3=O)nnc12 (stereo unspecified) | -4% | 6% | 0% | 0% | -5% | 1 | -1% | -8% | -17% | 0.5% | 0%
CCOC(=O)CSc1nnc(SCCN2C(=O)c3ccccc3C2=O)s1 | 0% | -4% | 0% | 13% | -7% | 5 | 1% | 4% | 2% | 0.2% | 3%
